Assay outcomes deposited in PubChem by National Center for Advancing Translational Sciences (NCATS).
PI4K2A inh – inhibitors of human PI4K2A | Q9BTU6 | 420,000 compounds, 0.13% hits | purified PI4K2A, ADP-Glo luminescence, 1 h; stronger effect = lower value | AID 1346378 | activity change, negative = inhibition, % at 76.9 µM; in the data active means activity change below about -50%; inconclusive means mostly about -30% to -49%;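 further: -100% = wells without enzyme as full effect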
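In this quantitative HTS, ADP production by PI4K2A was quantified luminescently after 1 h at ambient temperature; 100 microM adenosine served as plate-quality control.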
ALOX12 inh – blocks human arachidonate 12S-lipoxygenase; AID 1671190; 580,000 compounds, 1.1% hits; Potency, µM (titrated, usually from 108 µM), inactives show at the highest dose activity change, negative = inhibition, actives largely listed as inhibitors; purified 12hLO, xylenol orange hydroperoxide absorbance; further: potency means the concentration at half of the fitted maximal effect; on the % scale 0 is the no-effect control and ±100 the full control effect
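Purified human 12hLO (150 nM final) in 25 mM Hepes, 0.01% Triton X-100, pH 7.0 was preincubated 15 min at room temperature with compound. Then 40 uM arachidonic acid was added, 30 min. Hydroperoxide was read by Fe-XO absorbance ratio 573/405 nm.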
GLS inh – glutaminase GLS (human) inhibition; GLS enzymatic activity, qHTS titration; Potency, µM (doses to about 45.5 µM), inactives show top-dose activity change, negative = inhibition, most hits filed as inhibitors; 410,000 compounds, 0.21% hits; further: potency means the concentration at half of the fitted maximal effect; on the % scale 0 is the no-effect control and ±100 the full control effect
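Human kidney-isoform GLS in 45 mM KH2PO4 pH 8.2, 0.02% Tween-20, with compound, started with 1mM L-Glutamine (added stock). Glutamate oxidase/HRP/Amplex red coupled fluorescence read at start and after 30 min at RT.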
JMJD2A Tudor inh – blocks the human JMJD2A Tudor domain; O75164; AlphaScreen JMJD2A-Tudor / H3K4me3 peptide binding; Potency, µM (top dose mostly 114 µM), for inactives: top-dose activity change, negative = inhibition, most hits filed as inhibitors; 390,000 compounds, 4.4% hits; AID 504339; further: potency means the concentration at half of the fitted maximal effect; on the % scale 0 is the no-effect control and ±100 the full control effect; nearly all actives have a fitted effect of over 50% in size
Target sequence (O75164 whole entry, looked up, the tested form may be a part): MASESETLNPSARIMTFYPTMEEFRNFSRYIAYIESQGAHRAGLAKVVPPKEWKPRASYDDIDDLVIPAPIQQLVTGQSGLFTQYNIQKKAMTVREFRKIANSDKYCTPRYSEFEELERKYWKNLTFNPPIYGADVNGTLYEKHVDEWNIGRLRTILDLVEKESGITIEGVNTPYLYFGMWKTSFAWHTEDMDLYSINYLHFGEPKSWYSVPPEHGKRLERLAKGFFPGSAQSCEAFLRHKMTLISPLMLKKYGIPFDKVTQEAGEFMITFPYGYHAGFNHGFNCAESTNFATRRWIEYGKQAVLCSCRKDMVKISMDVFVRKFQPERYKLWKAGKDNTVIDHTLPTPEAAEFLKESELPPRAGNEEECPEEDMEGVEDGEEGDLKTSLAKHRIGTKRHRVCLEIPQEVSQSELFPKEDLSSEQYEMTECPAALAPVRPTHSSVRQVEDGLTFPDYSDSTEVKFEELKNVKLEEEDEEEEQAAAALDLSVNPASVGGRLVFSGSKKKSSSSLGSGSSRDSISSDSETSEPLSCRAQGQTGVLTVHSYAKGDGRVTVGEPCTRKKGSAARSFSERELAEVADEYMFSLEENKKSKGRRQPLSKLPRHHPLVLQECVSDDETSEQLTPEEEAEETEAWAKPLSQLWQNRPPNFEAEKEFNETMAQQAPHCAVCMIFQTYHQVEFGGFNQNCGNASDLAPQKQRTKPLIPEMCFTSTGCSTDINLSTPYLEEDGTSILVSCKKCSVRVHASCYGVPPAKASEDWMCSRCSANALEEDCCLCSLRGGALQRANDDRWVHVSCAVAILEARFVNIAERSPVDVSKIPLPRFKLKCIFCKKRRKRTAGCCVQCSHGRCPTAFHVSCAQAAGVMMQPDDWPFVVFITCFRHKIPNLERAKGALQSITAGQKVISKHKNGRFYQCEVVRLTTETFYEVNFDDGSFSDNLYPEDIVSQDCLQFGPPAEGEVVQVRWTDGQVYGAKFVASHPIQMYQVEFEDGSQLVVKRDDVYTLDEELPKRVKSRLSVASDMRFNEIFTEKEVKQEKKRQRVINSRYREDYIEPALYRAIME
ERG-DNA inh – ERG Ets/DNA interaction inhibition; fluorescence polarization, His-ERG Ets domain / labelled DNA; Potency, µM (doses to about 76.9 µM), without a hit: at the highest dose FP activity, negative = inhibition, hits mostly inhibitors; 370,000 compounds, 0.028% hits; active means well fitted inhibition curve with a large enough effect in the polarisation, with a control signal flat; inconclusive means small, poorly fitted or top-dose-only effect, or effect the other way, or a change in a side signal; inactive means no such curve, though single readings can be large or run the other way; the % refers to the polarisation;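 further: polarization taken with two DNA probes labelled with fluorescein and Texas red; potency means the concentration at half of the fitted maximal effect; % of control where 0% means no effect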
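His-tagged ERG Ets domain (1 uM in the protein solution; 300mM KCl, 50mM Tris-HCl, 1mM EDTA, 1mM DTT, pH 7.5) received compound, then a probe mix of 5 nM fluorescein-DNA and 100nM Texas-615-DNA. Fluorescence polarization was read for both dyes.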
BAZ2B block – BAZ2B (human) inhibition | Potency, µM (doses to about 114 µM), without a hit: top-dose activity change, negative = inhibition, actives largely listed as inhibitors | AlphaScreen BAZ2B-H3K14Ac peptide displacement | Q9UIF8 | AID 504333 | 360,000 compounds, 4.4% hits; further: potency means the concentration at half of the fitted maximal effect; on the % scale 0 is the no-effect control and ±100 the full control effect; nearly all actives have a fitted effect of over 60% in size
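Complex of BAZ2B and biotin-H3K14Ac (50 nM apiece) forms over 30 min at RT, then faces library compounds up to 110 uM for another 30 min; AlphaScreen beads added, 20 min dark incubation, luminescence read.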
HP1b binding inh – HP1-beta chromodomain-methylated histone interaction inhibition. P83916. AlphaScreen HP1-beta / biotin-H3K9me3 peptide binding. Potency, µM (highest dose often 114 µM), for inactives: at the highest dose activity change, negative = inhibition, most hits filed as inhibitors. 390,000 compounds, 0.56% hits; further: potency means the concentration at half of the fitted maximal effect; nearly all actives have a fitted effect of over 70% in size; inactives centre near 23
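Compound inhibition of the preformed complex between 50 nM HP1-beta and 50 nM biotinylated H3K9me3 peptide was read by AlphaScreen. Buffer was PBS pH 7.4 with 0.01% Tween-20. Incubations ran 30 min at room temperature, with 10 ug/mL donor/acceptor beads.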
RGS4 inh – blocks human RGS4-accelerated GTP hydrolysis; P49798; Transcreener GDP fluorescence polarization, RGS4-accelerated GTP hydrolysis; Potency, µM (titrated, usually from 114 µM), for inactives: at the highest dose activity change, negative = inhibition, actives largely listed as inhibitors; 390,000 compounds, 0.039% hits; AID 504845; further: potency means the concentration at half of the fitted maximal effect; on the % scale 0 is the no-effect control and ±100 the full control effect; nearly all actives have a fitted effect of over 75% in size; some results filed as inactive show a strong effect at the top dose
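MLSMR compounds (23 nl, pin-transferred) preincubated 10 min at room temperature with a 500nM (2x) first reagent, then RGS4 at 900nM (2x) plus Transcreener GDP mix added; fluorescence polarization (620/688 nm) read before and after 90 min at 30 °C.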
G9a block – inhibitors of human histone lysine methyltransferase G9a; 350,000 compounds, 8.8% hits; Potency, µM (series often up to 102 µM), without a hit: at the highest dose activity, negative = inhibition, hits mostly inhibitors; Q96KQ7; AID 504332; G9a H3K9 monomethylation, AlphaScreen, 2 h; further: potency means the concentration at half of the fitted maximal effect; on the % scale 0 is the no-effect control and ±100 the full control effect; nearly all actives have a fitted effect of over 75% in size
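Methyltransferase reactions run at room temperature for 2 h (20 nM enzyme, 500 nM biotin-H3K9 peptide, 20 uM SAM) after a 15 min compound preincubation; product detected by AlphaScreen beads and anti-H3K9me1 antibody.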
Active calls of the source: *; [ ] = remark or other dose. Unless noted, the call rests on the fitted dose curve; in most records, active means well fitted curve in the direction sought with a large enough effect; inconclusive means small, poorly fitted or top-dose-only effect, or another doubt; inactive means no such curve, though single readings can be large; an effect the other way counts as inactive or inconclusive. The list is partial; the hit share may differ from the screen's.

For COc1ccc(-c2nnn(CC(=O)N(Cc3ccc(F)cc3)C(C(=O)NC3CCCC3)c3ccc(F)cc3)n2)cc1 (stereo not drawn) the results were PI4K2A inh -4, ALOX12 inh 0%, GLS inh 0%, JMJD2A Tudor inh -9%, ERG-DNA inh 3%, HP1b binding inh 2% and RGS4 inh 18%.
For CC(C)(C)C(=O)NC1CCN(S(=O)(=O)c2cccc(C(F)(F)F)c2)CC1 the results were PI4K2A inh -1, ALOX12 inh 0%, GLS inh -4%, JMJD2A Tudor inh -8%, ERG-DNA inh -4%, BAZ2B block 2%, HP1b binding inh -1%, RGS4 inh 13% and G9a block -6%.
For CC(NC(=O)CN1CCN(S(=O)(=O)c2ccc(Br)cc2)CC1)c1ccccc1 (stereo not drawn) the results were PI4K2A inh 4, ALOX12 inh -19%, GLS inh 5%, JMJD2A Tudor inh -18%, ERG-DNA inh -5%, BAZ2B block 5%, HP1b binding inh 9%, RGS4 inh 12% and G9a block -22%.
O=C(CN1CCN(S(=O)(=O)c2ccccc2F)CC1)NC1CCCC1 was read as PI4K2A inh -8, ALOX12 inh inconclusive, GLS inh 61%, JMJD2A Tudor inh -25%, ERG-DNA inh 2%, BAZ2B block -22%, HP1b binding inh 24%, RGS4 inh -51% and G9a block inconclusive.
For Cc1ccc(S(=O)(=O)c2nnn3c2nc(N2CCN(c4ccccc4F)CC2)c2cc(Cl)ccc23)cc1C the results were PI4K2A inh 2, ALOX12 inh -17%, GLS inh -10%, JMJD2A Tudor inh -17%, ERG-DNA inh 1%, BAZ2B block 3%, HP1b binding inh 9%, RGS4 inh 8% and G9a block 7%[59 µM].
`O=C(Nc1ccccn1)C1CCN(C(=O)c2ccc(F)cc2)CC1` gave PI4K2A inh 3, ALOX12 inh 4%, GLS inh 16%, JMJD2A Tudor inh -14%, ERG-DNA inh -2%, BAZ2B block 3%, HP1b binding inh 23%, RGS4 inh 11% and G9a block 11%[2.33 µM].
For CSc1ccccc1NC(=O)Nc1cccc2ccccc12 the results were PI4K2A inh 0, ALOX12 inh -14%, GLS inh 7%, JMJD2A Tudor inh 3%, ERG-DNA inh -8%, BAZ2B block 18%, HP1b binding inh 26%, RGS4 inh -21% and G9a block 79µM*.
`Cc1nc2c(C(=O)NCCc3ccccc3)c[nH]n2c(=O)c1Cl` gave PI4K2A inh 6, ALOX12 inh inconclusive, GLS inh 3%, JMJD2A Tudor inh -31%, ERG-DNA inh -1%, BAZ2B block -1%, HP1b binding inh 10%, RGS4 inh 20% and G9a block 50µM*.
Screening CC(C)C(NC(=O)C1CCC(C(C)(C)C)CC1)C(=O)NCCCN1CCCCC1 (stereo not drawn) returned PI4K2A inh -11, ALOX12 inh 5%, GLS inh -3%, JMJD2A Tudor inh -6%, ERG-DNA inh 3%, HP1b binding inh 35%, RGS4 inh 12% and G9a block -6%.
For O=C1NC2CCc3nc4ccccc4c(=O)n3C2=Nc2ccccc21 (stereo not drawn) the results were PI4K2A inh -2, ALOX12 inh 18%, GLS inh 1%, JMJD2A Tudor inh -17%, ERG-DNA inh 0%, BAZ2B block 1%, HP1b binding inh 18%, RGS4 inh 12% and G9a block -11%[59 µM].
For O=C(N/N=C/C=C/c1ccccc1[N+](=O)[O-])c1cccs1 the results were PI4K2A inh 3, ALOX12 inh -14%, GLS inh 8%, JMJD2A Tudor inh -31%, ERG-DNA inh -6%, BAZ2B block -36%, HP1b binding inh 15%, RGS4 inh 3% and G9a block 18%[59 µM].
For O=C(O)CC(Cn1cnnn1)c1ccccc1 (stereo not drawn) the results were PI4K2A inh 1, ALOX12 inh -17%, GLS inh -4%, JMJD2A Tudor inh -11%, ERG-DNA inh -7%, BAZ2B block 9%, HP1b binding inh 68%[activator], RGS4 inh -8% and G9a block -9%.
Screening COc1ccc(CN2CCNC(=O)C2CC(=O)NCc2cn3ccc(C)cc3n2)c(OC)c1 (stereo not drawn) returned PI4K2A inh 2, ALOX12 inh 14%, GLS inh 3%, JMJD2A Tudor inh -8%, ERG-DNA inh -6%, BAZ2B block 0%, HP1b binding inh 41%[activator], RGS4 inh 9% and G9a block -24%.
Cc1c(NC(=O)c2ccc([N+](=O)[O-])o2)cccc1-c1nc2ncccc2o1 was read as PI4K2A inh -21, ALOX12 inh -1%, GLS inh 10%, JMJD2A Tudor inh -10%, ERG-DNA inh 11%, BAZ2B block 3%, HP1b binding inh 8%, RGS4 inh 14% and G9a block 14%.
`Fc1ccc(-c2nc3ccncc3[nH]2)cc1` gave PI4K2A inh -11, ALOX12 inh 7%, GLS inh -8%, JMJD2A Tudor inh -13%[57.1 µM], ERG-DNA inh 4%, BAZ2B block -2%, HP1b binding inh 25%, RGS4 inh -32%[56.9 µM] and G9a block inconclusive.
`O=c1/c(=C\c2cccnc2)sc2nc3ccccc3n12` gave PI4K2A inh 3, ALOX12 inh 2%, GLS inh -9%, JMJD2A Tudor inh -4%, ERG-DNA inh 3%, BAZ2B block 3%, HP1b binding inh 26%, RGS4 inh inconclusive and G9a block -3%[12.7 µM].
Screening CC(NC(=O)c1cc(-c2ccncc2)nc2ccc(Br)cc12)C1CCCO1 (stereo not drawn) returned PI4K2A inh 0, ALOX12 inh 0%, GLS inh -1%, JMJD2A Tudor inh -16%, ERG-DNA inh -18%, BAZ2B block 0%, HP1b binding inh 16%, RGS4 inh 28% and G9a block 93%[activator].
For CSc1cccc(NC(=O)C(C)C)c1 the results were PI4K2A inh 3, ALOX12 inh 9%, GLS inh 0%, JMJD2A Tudor inh -5%, ERG-DNA inh -4%, BAZ2B block -24%, HP1b binding inh 3% and RGS4 inh 21%.
Cc1cc(C)n2c(=O)c3ccc(Cl)cc3nc2c1C#N was read as PI4K2A inh -9, ALOX12 inh inconclusive, GLS inh inconclusive, JMJD2A Tudor inh 6%, ERG-DNA inh 10%, BAZ2B block 40%[activator], HP1b binding inh 68%[activator], RGS4 inh -4% and G9a block 17%.
`Cc1c(Cl)cccc1-c1ccc(/C=N/n2cnnc2)o1` gave PI4K2A inh 3, ALOX12 inh inconclusive, GLS inh 18%, JMJD2A Tudor inh -35%, ERG-DNA inh -15%, BAZ2B block inconclusive, HP1b binding inh -4%, RGS4 inh 13% and G9a block inconclusive.

Compounds listed so far that contain a nitro group on carbon:
For O=C(N/N=C/C=C/c1ccccc1[N+](=O)[O-])c1cccs1 the results were PI4K2A inh 3, ALOX12 inh -14%, GLS inh 8%, JMJD2A Tudor inh -31%, ERG-DNA inh -6%, BAZ2B block -36%, HP1b binding inh 15%, RGS4 inh 3% and G9a block 18%[59 µM].
Cc1c(NC(=O)c2ccc([N+](=O)[O-])o2)cccc1-c1nc2ncccc2o1 was read as PI4K2A inh -21, ALOX12 inh -1%, GLS inh 10%, JMJD2A Tudor inh -10%, ERG-DNA inh 11%, BAZ2B block 3%, HP1b binding inh 8%, RGS4 inh 14% and G9a block 14%.

(next part)
Screening C/C(=N/OC(=O)CC(C)C)c1cc(-c2ccc(Cl)cc2)no1 returned PI4K2A inh 3, ALOX12 inh -8%, GLS inh -1%, JMJD2A Tudor inh -12%, ERG-DNA inh -4%, BAZ2B block inconclusive, HP1b binding inh 90%[activator], RGS4 inh -22% and G9a block -28%.
For CC(C)(O)C(=O)NNC(=S)NCc1ccco1 the results were PI4K2A inh 4, ALOX12 inh inactive, GLS inh -5%, JMJD2A Tudor inh -4%, ERG-DNA inh -7%, BAZ2B block inconclusive, HP1b binding inh 47%[activator], RGS4 inh 7% and G9a block -30%.
For O=C(O)c1ccc(N/N=C/c2cccc(F)c2)cc1 the results were PI4K2A inh -22, ALOX12 inh -17%, GLS inh 8%, JMJD2A Tudor inh -26%, ERG-DNA inh -9%, BAZ2B block 5%, HP1b binding inh 22%, RGS4 inh -13% and G9a block inconclusive.
Cc1ccc(NC(=O)CSc2nnc(-c3cc4occc4n3C)n2-c2ccccc2C)c(Cl)c1 was read as PI4K2A inh 0, ALOX12 inh -27%, GLS inh -4%, JMJD2A Tudor inh -29%, ERG-DNA inh 6%, BAZ2B block -31%, HP1b binding inh -6%, RGS4 inh 21% and G9a block inconclusive.
For Cc1cc(=O)c(C(=O)c2ccccc2)c(C)o1 the results were PI4K2A inh -3, ALOX12 inh 5%, GLS inh 10%, JMJD2A Tudor inh -10%, ERG-DNA inh 3%, HP1b binding inh 13% and RGS4 inh 17%.
CC(C)CN(CC(C)C)C(=O)c1cccc(S(=O)(=O)N2CCc3ccccc32)c1 was read as PI4K2A inh 1, ALOX12 inh 1%, GLS inh inconclusive, JMJD2A Tudor inh 45µM*, ERG-DNA inh 24%, BAZ2B block -15%, HP1b binding inh -17%, RGS4 inh inconclusive and G9a block 79µM*.
`C[C@H]1O[C@@H](O[C@H]2CC[C@@]3(C)C(CC[C@]4(C)C3C=C[C@]35OC[C@@]6(CCC(C)(C)C[C@H]63)[C@@H](O)C[C@]54C)[C@]2(C)CO)[C@H](O)[C@@H](O[C@@H]2O[C@H](CO)[C@@H](O)[C@H](O)[C@H]2O)[C@H]1O` (stereo partly drawn) gave PI4K2A inh -1, ALOX12 inh inconclusive, GLS inh -14%, JMJD2A Tudor inh -14%, ERG-DNA inh 2%, HP1b binding inh -2% and RGS4 inh -11%.
